# From PubChem BioAssay
# NCI-60 one-dose screen, 48 h, at 10 µM unless noted. Numbers give growth in % (100 = growth as untreated, 0 = no growth, -100 = all killed).
# IGROV1 = IGROV1 ovarian cancer; 4.7% of 79,000 active
# NCI-H522 = NCI-H522 lung cancer | AID 1794739 | 8% of 78,000 active
# NCI-H23 = NCI-H23 lung cancer. AID 1794731. 4% of 80,000 active
# NCI-H322M = NCI-H322M lung cancer; 2.7% of 80,000 active; AID 1794733
# SK-OV-3 = SK-OV-3 ovarian cancer cells; 3.2% of 80,000 active; AID 1794785
# NCI/ADR-RES = NCI/ADR-RES ovarian cells | 4.4% of 81,000 active | AID 1794790
# NCI-H226 = NCI-H226 lung cancer; 3.5% of 79,000 active; AID 1794732
# NCI-H460 = NCI-H460 lung cancer | 6.8% of 82,000 active | AID 1794736
# OVCAR-4 = OVCAR-4 ovarian cancer cells; AID 1794784; 3.7% of 80,000 active
# The depositor's hits bear a star; nt = not tested or not shown; & = joins results of further samples; ! = a repeat was not active; [ ] = dose if it differs, or a comment. The calls were made as follows: active = growth percent below 10; inactive = the rest.
Compound	NCI/ADR-RES	SK-OV-3	IGROV1	NCI-H23	NCI-H322M	NCI-H522	NCI-H226	NCI-H460	OVCAR-4
CN1CC(C(O)C(O)C(O)CO)OC1C(NC(=O)c1ccccc1)[P+](c1ccccc1)(c1ccccc1)c1ccccc1 (stereo unspecified)	110	100	98	103	101	88	102	106	104
COc1cc(C=C2C(=O)NC(=S)NC2=O)cc(CN2CCCCC2)c1O	108	104	113	102	103	102	107	105	109
CCCCOCCOC(=O)CCCCCC1CCCCC1	105	110	107	102	99	101	103	103	109
COc1ccc(-n2c(=S)sc3c(=O)[nH]c(C)nc32)c(OC)c1	118	83	114	111	102	79	95	107	112
CCN(CC)CCCCNc1ccc(NCCCCN(CC)CC)c2c1C(=O)c1ccccc1C2=O	83	122	72	78	110	97	113	57	84
CCN(CC)C(=O)C1=C(C)NC(=O)NC1c1ccc2c(c1)OCO2 (stereo unspecified)	104	111	100	103	109	97	100	106	111
CC(C)CCCC(C)C1CCC2C3CC=C4CC(OC(=O)CCl)CCC4(C)C3CCC12C (stereo unspecified)	111	106	122	106	139	99	101	116	107
N#CC1C=Cc2ccccc2N1C(=O)c1ccccc1 (stereo unspecified)	111	126	113	110	109	112	95	116	107
COc1ccc(/C=C2/SC(=S)NC2=O)c(OC)c1OC	85	91	105	74	nt	73	82	90	88
Cc1cc2cn3c4ccc(O)cc4[nH]c(=O)c3c2cc1C	3.5*	nt	-1.8*	25	-8.9*	nt	54	-82*	nt
COc1cc2c(c(OC)c1OC)COC2=O	102	110	105	103	100	91	103	104	nt
N[C@H]1C[C@@H](C(=O)O)CC1=C(C(F)(F)F)C(F)(F)F	102	107	100	100	98	90	99	104	116
Cc1cc2c(n1-c1ccccc1)CSCC2=O	44[100 µM]	74[100 µM]	77[100 µM]	65[100 µM]	95[100 µM]	80[100 µM]	77[100 µM]	74[100 µM]	60[100 µM]
CC(C)(CCl)c1ccc(C(C)(C)CCl)cc1	107	nt	105	99	100	94	97	102	113
CC1(c2ccccc2)Nc2ccccc2-c2nc3ccccc3n21 (stereo unspecified)	93	105	90	98	94	108	81	92	79
N#CCCN1CCN(CCC#N)C1=S	102	108	nt	nt	nt	nt	112	103	108
CCC(=O)N1C/C(=C/c2ccc(OC)cc2)C(=O)/C(=C/c2ccc(OC)cc2)C1	25	41	42	64	111	21	29	61	58
COc1ccccc1N1CCN(C(=O)c2ccc3nc(NC(=O)c4ccc(NCCc5ccccc5)c([N+](=O)[O-])c4)sc3c2)CC1	90	92	92	82	92	80	87	87	2.9*
COc1ccc(-c2nc(SCc3nc4ccccc4[nH]3)nc(Nc3ccc(C(=O)O)cc3)c2C#N)cc1	105	114	106	106	102	87	98	101	112
Cc1ccc(NC(=O)Nc2cccnc2)cc1NC(=O)Nc1cccnc1	88	101	69	88	100	-37*	95	86	78

# A different layout for some results above:
# Values run as follows: NCI/ADR-RES | SK-OV-3 | IGROV1 | NCI-H23 | NCI-H322M | NCI-H522 | NCI-H226 | NCI-H460 | OVCAR-4
COc1cc(C=C2C(=O)NC(=S)NC2=O)cc(CN2CCCCC2)c1O
    108 | 104 | 113 | 102 | 103 | 102 | 107 | 105 | 109
CCCCOCCOC(=O)CCCCCC1CCCCC1
    105 | 110 | 107 | 102 | 99 | 101 | 103 | 103 | 109
COc1ccc(-n2c(=S)sc3c(=O)[nH]c(C)nc32)c(OC)c1
    118 | 83 | 114 | 111 | 102 | 79 | 95 | 107 | 112
CCN(CC)CCCCNc1ccc(NCCCCN(CC)CC)c2c1C(=O)c1ccccc1C2=O
    83 | 122 | 72 | 78 | 110 | 97 | 113 | 57 | 84
CCN(CC)C(=O)C1=C(C)NC(=O)NC1c1ccc2c(c1)OCO2 (stereo unspecified)
    104 | 111 | 100 | 103 | 109 | 97 | 100 | 106 | 111
CC(C)CCCC(C)C1CCC2C3CC=C4CC(OC(=O)CCl)CCC4(C)C3CCC12C (stereo unspecified)
    111 | 106 | 122 | 106 | 139 | 99 | 101 | 116 | 107
N#CC1C=Cc2ccccc2N1C(=O)c1ccccc1 (stereo unspecified)
    111 | 126 | 113 | 110 | 109 | 112 | 95 | 116 | 107
COc1ccc(/C=C2/SC(=S)NC2=O)c(OC)c1OC
    85 | 91 | 105 | 74 | nt | 73 | 82 | 90 | 88
Cc1cc2cn3c4ccc(O)cc4[nH]c(=O)c3c2cc1C
    3.5* | nt | -1.8* | 25 | -8.9* | nt | 54 | -82* | nt
COc1cc2c(c(OC)c1OC)COC2=O
    102 | 110 | 105 | 103 | 100 | 91 | 103 | 104 | nt
N[C@H]1C[C@@H](C(=O)O)CC1=C(C(F)(F)F)C(F)(F)F
    102 | 107 | 100 | 100 | 98 | 90 | 99 | 104 | 116
Cc1cc2c(n1-c1ccccc1)CSCC2=O
    44[100 µM] | 74[100 µM] | 77[100 µM] | 65[100 µM] | 95[100 µM] | 80[100 µM] | 77[100 µM] | 74[100 µM] | 60[100 µM]
CC(C)(CCl)c1ccc(C(C)(C)CCl)cc1
    107 | nt | 105 | 99 | 100 | 94 | 97 | 102 | 113
CC1(c2ccccc2)Nc2ccccc2-c2nc3ccccc3n21 (stereo unspecified)
    93 | 105 | 90 | 98 | 94 | 108 | 81 | 92 | 79
N#CCCN1CCN(CCC#N)C1=S
    102 | 108 | nt | nt | nt | nt | 112 | 103 | 108
CCC(=O)N1C/C(=C/c2ccc(OC)cc2)C(=O)/C(=C/c2ccc(OC)cc2)C1
    25 | 41 | 42 | 64 | 111 | 21 | 29 | 61 | 58
COc1ccccc1N1CCN(C(=O)c2ccc3nc(NC(=O)c4ccc(NCCc5ccccc5)c([N+](=O)[O-])c4)sc3c2)CC1
    90 | 92 | 92 | 82 | 92 | 80 | 87 | 87 | 2.9*
COc1ccc(-c2nc(SCc3nc4ccccc4[nH]3)nc(Nc3ccc(C(=O)O)cc3)c2C#N)cc1
    105 | 114 | 106 | 106 | 102 | 87 | 98 | 101 | 112
Cc1ccc(NC(=O)Nc2cccnc2)cc1NC(=O)Nc1cccnc1
    88 | 101 | 69 | 88 | 100 | -37* | 95 | 86 | 78

# Next part.
Compound	NCI/ADR-RES	SK-OV-3	IGROV1	NCI-H23	NCI-H322M	NCI-H522	NCI-H226	NCI-H460	OVCAR-4
OCC[C@@H]1C[C@H]1c1cc2ccccc2o1	107	101	nt	100	106	89	106	100	102
Cc1[nH]nc(C(=O)O)c1[N+](=O)[O-]	98	103	113	92	95	111	83	96	106
CC(O)CC(C)CO (stereo unspecified)	112	105	113	111	129	87	112	107	115
C#CCOc1ccccc1C(Nc1ccccc1)c1nnnn1C1CCCCC1 (stereo unspecified)	96	101	90	103	92	80	107	103	94
O=C(O)CN1C(=O)S/C(=C\C(Cl)=C\c2ccccc2)C1=O	107	114	106	103	112	96	116	107	102
COc1ccc(-c2nnc(SCC(=O)Nc3ccc(C(=O)/C=C/c4ccccc4)cc3)n2-c2ccccc2)cc1	88	106	106	87	121	87	97	70	15
O=c1cc(Cl)nc2ccccn12	104	110	97	99	107	100	106	106	120
CC/C(=C(\CC)c1ccc(OC(=O)C(C)(C)C)cc1)c1ccc(OC(=O)C(C)(C)C)cc1	110	108	124	114	115	119	102	97	94
NC(=O)c1ccc(Cn2cc(CSc3nc4ccccc4s3)nn2)cc1	111	89	100	103	83	83	98	104	92
NC1=NC2(CCCCC2)N=C(Nc2ccc(S(N)(=O)=O)cc2)N1	100	119	98	98	100	93	102	100	100
CCCCc1nc(Cl)c(C2CC(c3ccc(OC)cc3)=NN2C=O)[nH]1 (stereo unspecified)	92	94	94	93	98	80	78	100	84
Brc1cc(Br)cc(CN2CCOCC2)c1	108	103	103	99	96	106	nt	104	108
Nc1n[nH]c2cccc(C#Cc3cccc(C(=O)Nc4cccc(C(F)(F)F)c4)c3)c12	81	60	30	54	86	61	63	75	66
C#CCOC(=O)C(N)C(C)O (stereo unspecified)	98	110	108	100	107	117	98	119	115
c1ccc2nc(N3CCOCC3)c(N3CCCCC3)nc2c1	100	101	107	96	96	85	96	105	98
NS(=O)(=O)c1ccc(CCn2c(=O)c3ccccc3c3ccccc3c2=O)cc1	97	106	101	100	99	93	105	110	92
COC(=O)/C=C1\SC(=Nc2ccc(F)cc2)N(CCc2c[nH]c3ccccc23)C1=O	96	102	99	85	101	68	91	104	106
N=c1c2cc(-c3ccccc3)oc2ncn1/N=C/c1ccc(N2CCOCC2)cc1	104	101	77	102	96	94	97	107	98
CC(C)Cn1cnc2c(N)nc3ccccc3c21	91&96&95	105&110&110	95&96&112	91&97&108	91	92&88	91&88&102	104&106&106	85&96&91
CCCCCCCCCCCCNP(=S)(NCCCCCCCCCCCC)NCCCCCCCCCCCC	103	95	nt	103	102	88	101	110	102

# (listing goes on)
Compound	NCI/ADR-RES	SK-OV-3	IGROV1	NCI-H23	NCI-H322M	NCI-H522	NCI-H226	NCI-H460	OVCAR-4
O=[N+]([O-])c1ccc(-c2ccc([N+](=O)[O-])cc2)cc1	110	100	125	109	116	77	108	104	116
O=C(O)/C=C/C(=O)Nc1ccc(Oc2ccc(Cl)cc2)cc1	107	105	98	103	107	101	106	108	114
O=C1c2cccc3cccc(c23)C(=O)N1c1ccc([N+](=O)[O-])cc1[N+](=O)[O-]	102	97	108	105	105	100	105	112	113
C=CCc1cc(Nc2c3ccc(Cl)cc3nc3ccc(OC)cc23)cc(CN(CC)CC)c1O	44	1.2*	25	-0.6*	49	-5.9*	26	4.5*	9.3*
CC1(C)CC[C@]2(C(=O)O)CC[C@]3(C)C(=CC[C@@H]4[C@@]5(C)C/C(=C/O)C(=O)C(C)(C)[C@@H]5CC[C@]43C)[C@@H]2C1	39	90	31	22	62	25	96	84	63
CC(C)(NC(=O)OC1CCCN(C(=O)CN)C1)c1csc(-c2ccc(F)cc2)n1 (stereo unspecified)	104	104	100	100	92	93	88	99	93
CSc1nc(N)cc(Cl)n1	103	81	101	100	89	78	nt	108	120
O=C1Nc2ccc(Cl)cc2/C1=C/c1ccc(OCc2ccc(Br)cc2F)cc1	13&98	25&98	39&104	7.1*!	48&100	23&100	6.9*!	7.1*!	-20*!
Nc1nc(Nc2cccc(F)c2)c2c(n1)C(=O)NCC2	116	110	85	113	119	91	103	119	116
Cc1cn(-c2cccc(C(=O)Nc3cccc(-n4ccc5c(N)ncnc54)c3)c2)cn1	86	102	54	62	110	33	79	54	128
O=C1Nc2ccccc2/C1=C/c1ccc(Cl)s1	95	75	52	92	89	89	nt	96	61
O=C(N/N=C\c1ccc(Cl)c(Cl)c1)N/N=C/c1ccc(Cl)c(Cl)c1	107	104	107	100	99	98	98	114	113
O=S(=O)(Oc1ccc(-c2ccc(Br)cc2)cc1)c1ccccc1	104	114	115	101	nt	93	nt	106	141
COc1ccccc1S(=O)(=O)Nc1ccc2c3c(cc(NCCC4CCN(C)CC4)nc13)C(=O)N2C	98	82	91	87	83	45	77	90	79
COc1cc(-c2cc(-c3ccc(Cl)cc3)nc(N3CCOCC3)c2C#N)cc(OC)c1OC	10	79	68	48	76	80	78	53	86
COCC(N)=O	111	105	114	103	100	100	99	108	120
O=C(Cn1nnc(N2CCOCC2)n1)N/N=C/c1ccccc1Cl	101	111	118	101	112	107	93	108	123
COc1ccc(C2=C(CN)C(O)NC(=NCC(=O)c3ccc(CN)cc3)N2)cc1 (stereo unspecified)	99	85	100	99	90	85	100	107	115
Cn1nc(N)c(C(=O)NN)c1Nc1ccccc1	101	98	112	102	104	97	99	105	104
O=C(Cc1ccccc1Nc1c(Cl)cccc1Cl)N/N=C/c1sc(=S)n(-c2ccc(F)cc2)c1O	90	118	92	96	83	90	97	87	92

# A second format for 2 compounds above:
# Below each compound – NCI/ADR-RES	SK-OV-3	IGROV1	NCI-H23	NCI-H322M	NCI-H522	NCI-H226	NCI-H460	OVCAR-4
Cn1nc(N)c(C(=O)NN)c1Nc1ccccc1
  101	98	112	102	104	97	99	105	104
COc1ccccc1S(=O)(=O)Nc1ccc2c3c(cc(NCCC4CCN(C)CC4)nc13)C(=O)N2C
  98	82	91	87	83	45	77	90	79

# Further entries follow:
Compound	NCI/ADR-RES	SK-OV-3	IGROV1	NCI-H23	NCI-H322M	NCI-H522	NCI-H226	NCI-H460	OVCAR-4
CN1N=C2c3cn(Cc4ccccc4)cc3CCC2C1=O (stereo unspecified)	nt	106	116	105	187	121	101	125	97
CN(C)c1ccc(C2Nc3ccccc3-n3cccc32)cc1 (stereo unspecified)	105	104	55	102	92	113	83	86	87
O=C(Nc1ccc(/C=C2\SC(=O)N(Cc3ccc(OC(F)(F)F)cc3)C2=O)cc1)c1ccc(Cl)c([N+](=O)[O-])c1	74	94	80	81	43	83	83	95	31
O=C1CC(c2nc3ccccc3s2)CN1c1ccccc1 (stereo unspecified)	93	97	96	86	105	92	93	103	105
CC(O)C(N)C(=O)O (stereo unspecified)	105	109	100	105	98	nt	99	106	106
CCn1c2ccc(O)cc2c2c(C)c3c[n+](CCCCCC#N)ccc3c(C)c21	102	91	93	74	nt	64	92	75	87
O=c1oc2ccc(-c3ccc(F)cc3F)cc2c(=O)n1-c1ccc(F)cc1	-17*	-11*	24	-28*	1.4*	-7.1*	-6.6*	2.6*	11
Cc1cc(O)c(Br)cc1C	96	101	nt	106	119	119	94	100	105
N#Cc1cccc(-c2nc(N3CCOCC3)c3c4c(sc3n2)CCCC4)c1	94	79	88	89	79	71	93	88	80
O=[N+]([O-])c1ccc(NCc2ccccc2)nc1	101	102	92	98	91	96	103	101	95
COC(=O)C1=C(C)NC(C)=C(C(=O)OC(C)C)C1c1cccc(C#N)c1 (stereo unspecified)	99	125	103	96	98	85	101	101	109
Cc1nc(Cc2ccccc2)sc1CC#N	102	102	110	103	101	96	111	118	118
